High-throughput results deposited in PubChem BioAssay by several laboratories.
GC-A act: GC-A (human) enzyme activation; P16066; HEK293 GC-A cells, cGMP TR-FRET, EC30 ANP; 0% at EC30 ANP, 100% saturating ANP; activation, % at 10 µM; actives 0.14% (n = 370,000); AID 1671463; in the data active means activation above about 40%
DAX1 inh-1: inhibitors of DAX1 repression of SF-1 activated StAR promoter | HEK293T StAR-luciferase reporter, SF-1/DAX-1 repression relief | inhibition, % at 6.8 µM | actives 1.1% (n = 370,000) | AID 652010;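 active means inhibition above the mean over all tested compounds plus 3 SD, cut at about 3.6% in these data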;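 further: 0% = DAX-1 cells with DMSO and 100% = cells lacking DAX-1 with DMSO; higher inhibition means more luminescence from relief of DAX-1 repression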
sPLA2-III inh: Blocks human group III sPLA2 activity. QFRET BODIPY PC-A2 liposome hydrolysis, fluorescence. inhibition, % at 12.2 µM. actives 0.56% (n = 370,000);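 active means inhibition above mean plus 3 SD of compounds lying within the high and low control bounds, cut at about 19% in these data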;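 further: 0% = median of test compound wells and 100% = no enzyme DMSO wells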
DAX1 inh-2: inhibitors of human orphan nuclear receptor DAX1 (NR0B1) | AID 504766 | HEK293 Gal4-DAX1 luciferase reporter, luminescence | inhibition, % at 6.75 µM | actives 0.99% (n = 340,000);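 active means inhibition above the mean over all tested compounds plus 3 SD, cut at about 4.2% in these data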;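 further: 0% = DAX1-transfected cells with DMSO and 100% = empty-vector control cells with DMSO; inhibition shows as a rise in luminescence from relieved DAX1 repression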
ADAM10 inh: inhibits human ADAM10; AID 720582; inhibition, % at 7 µM; recombinant ADAM10, EDANS/DABCYL FRET peptide cleavage, 3 h; O14672; actives 0.62% (n = 370,000);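 active means inhibition above a per-campaign cutoff equal to the mean of compounds falling between control-based bounds plus 3 SD, cut at about 20% in these data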;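 further: 0% = DMSO wells while the 100% control is not disclosed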
hgDAF12 agonist: activates the H. glycines DAF-12 receptor ligand-binding domain; HEK293 GAL4-hgDAF12 UAS-luciferase reporter, agonist luminescence; normalized to butyrate control; activation, % at 6.8 µM; actives 1.8% (n = 370,000); AID 687014;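 active means activation above a cutoff set at the mean of all screened compounds plus 3 SD, cut at about 10% in these data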;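 further: 0% = DMSO wells and 100% = sodium butyrate wells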
hcDAF-12 act: H. contortus DAF-12 activation, primary screen; actives 1.4% (n = 370,000); HEK293 hcDAF-12 lit1-tk-luc reporter, luminescence; 0% DMSO, 100% Δ7-dafachronic acid; activation, % at 6.8 µM;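 active means activation above the mean of all tested compounds plus 3 SD, cut at about 5.5% in these data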;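 further: 100% = response to 3 µM Δ7-dafachronic acid high control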
SMARCA2 activ: SMARCA2 function activation, primary screen; actives 1% (n = 370,000); AID 652017; MG213 cells, MMTV-luciferase reporter, dexamethasone, overnight; activation, % at 9.1 µM; in the data active means activation above about 7.8%;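 further: 0% = vehicle wells and 100% = reference activator wells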
GAA850 FXN act: frataxin GAA850 promoter activation; actives 0.56% (n = 360,000); HEK293 lucGAA850 FXN promoter luciferase reporter, 24 h; percent of 10 µM SAHA response; activation, % at 6 µM;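 active means activation above the average of all compounds screened plus 3 SD, cutoff fixed separately per campaign, cut at about 7.5% in these data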;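 further: 0% = DMSO wells and 100% = 10 µM SAHA wells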
ssDAF12 agonist: activators of S. stercoralis DAF-12 nuclear receptor. HEK293 ssDAF-12/GRIP1 lit1-tk-luc reporter, luminescence; % of 3 µM dafachronic acid response. activation, % at 6.8 µM. actives 1% (n = 370,000). AID 652126;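 active means activation above the mean over all tested compounds plus 3 SD, cut at about 0.9% in these data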;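 further: 0% = DMSO-only wells and 100% = 3 µM delta7-dafachronic acid wells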
GC-B act: GC-B (human) receptor activation | HEK293-GC-B cells, CNP EC30, cGMP TR-FRET; 0% at EC30 CNP, 100% saturating CNP | activation, % at 10 µM | actives 0.11% (n = 370,000) | AID 1920062;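 active means activation at 10 µM reaching about 35% in either raw or pattern-adjusted values, limit read from the data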
Target sequence (P20594 whole entry, looked up): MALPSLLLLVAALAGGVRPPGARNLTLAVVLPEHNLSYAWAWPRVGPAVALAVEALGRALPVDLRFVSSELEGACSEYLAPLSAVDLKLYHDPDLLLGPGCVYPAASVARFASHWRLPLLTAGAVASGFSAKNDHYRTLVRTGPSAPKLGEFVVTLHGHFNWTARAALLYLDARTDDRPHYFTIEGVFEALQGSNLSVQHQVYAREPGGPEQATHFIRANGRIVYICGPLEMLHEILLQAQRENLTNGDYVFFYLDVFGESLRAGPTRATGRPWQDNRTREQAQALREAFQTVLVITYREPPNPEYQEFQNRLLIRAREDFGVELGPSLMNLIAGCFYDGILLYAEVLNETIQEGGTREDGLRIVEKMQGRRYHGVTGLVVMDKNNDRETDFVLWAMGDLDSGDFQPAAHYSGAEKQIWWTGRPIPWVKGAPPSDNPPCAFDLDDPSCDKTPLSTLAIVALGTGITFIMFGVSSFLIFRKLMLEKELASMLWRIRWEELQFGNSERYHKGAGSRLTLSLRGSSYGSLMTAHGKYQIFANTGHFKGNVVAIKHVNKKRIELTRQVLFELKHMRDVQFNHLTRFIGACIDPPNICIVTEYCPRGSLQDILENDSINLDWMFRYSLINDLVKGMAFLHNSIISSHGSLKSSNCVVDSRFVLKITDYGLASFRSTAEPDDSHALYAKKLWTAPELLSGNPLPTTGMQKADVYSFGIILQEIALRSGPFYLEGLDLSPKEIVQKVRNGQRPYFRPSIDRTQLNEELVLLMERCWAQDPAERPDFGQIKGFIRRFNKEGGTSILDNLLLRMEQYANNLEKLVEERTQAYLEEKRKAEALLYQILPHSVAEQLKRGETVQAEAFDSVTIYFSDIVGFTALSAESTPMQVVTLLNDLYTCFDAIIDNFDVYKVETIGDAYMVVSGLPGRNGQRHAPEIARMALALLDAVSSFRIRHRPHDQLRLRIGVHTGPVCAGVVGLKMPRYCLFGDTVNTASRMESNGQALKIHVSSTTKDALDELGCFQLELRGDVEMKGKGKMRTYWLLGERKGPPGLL
Active calls of the source: *; / = not tested or not shown.

SMILES	GC-A act	DAX1 inh-1	sPLA2-III inh	DAX1 inh-2	ADAM10 inh	hgDAF12 agonist	hcDAF-12 act	SMARCA2 activ	GAA850 FXN act	ssDAF12 agonist	GC-B act
Cc1ccccc1C(=O)NC1CC2CCC(C1)N2Cc1ccccc1 (stereo not given)	-4	-0.4	-1	0.4	2	-0.9	-1.7	2	1.1	-1.5	9
Cn1nnnc1SCC(=O)Nc1ccc(Br)cc1Br	-1	-1.1	10	1.1	-6	3.7	-1.5	-3	0.3	-1.8	-3
Cc1cc(C)n(-c2nc3ccccc3c(=O)n2OCCOc2ccccc2)n1	0	-0.2	-4	-0.5	7	-0.7	-1.0	-1	-1.2	-0.6	1
CC(=O)c1c(C)[nH]c(C(=O)OCc2cccc(C)c2)c1C	4	-0.5	-2	0.9	4	1.0	4.5	-3	2.5	0.0	-1
CCOC(=O)Cc1csc(NC(=O)Nc2cccs2)n1	5	-0.6	0	-0.9	1	5.0	0.1	0	2.9	-1.4	3
CS(=O)(=O)N1CCCC(C(=O)NCCc2ccccc2)C1 (stereo not given)	3	0.1	4	-0.2	1	-1.5	-0.9	-2	0.4	-0.8	3
c1coc(CNCCCN2CCOCC2)c1	1	-0.7	3	0.3	-8	2.1	-0.5	-3	-1.8	-1.3	4
O=C1N/C(=C/c2cccn2-c2ccccc2)C(=O)N1c1cccc(Cl)c1	-4	-0.8	-1	0.3	-9	-5.4	-2.4	7	-2.8	-2.3	1
Cc1ccc(S(=O)(=O)NCC(=O)OCC(=O)N(C)C2CCS(=O)(=O)C2)cc1 (stereo not given)	2	-0.5	5	-0.2	5	2.1	-1.3	1	-0.3	-1.1	3
Cc1c(Cl)cccc1Nc1nc(NCCO)c2ccccc2n1	0	-0.6	-2	1.6	-14	-0.8	-0.6	-1	-0.5	-1.6	6
COc1cc(CNC(=O)OCC(C)C)cc(OC)c1OC	2	0.0	-5	0.4	-7	0.1	1.5	1	-1.0	-1.3	4
COCCN(C(=O)CCC(=O)Nc1nccs1)C(C(=O)NCCC(C)C)c1ccc(F)cc1 (stereo not given)	2	-0.2	9	1.9	-12	-2.7	-0.3	0	2.1	-1.0	11
Cc1cc(-n2c(SCCC#N)nnc2-c2cccnc2)ccc1Cl	-2	0.7	-3	1.8	-6	0.9	1.4	-1	1.4	-1.1	-1
COc1ccc(/C=C(\C#N)C(=O)OCC(=O)NC2CC2)cc1	1	0.8	0	1.6	-6	-2.5	-1.8	-2	-1.4	-1.5	0
c1ccc(Cn2c(CN3CCCC3)nc3ccccc32)cc1	-17	0.4	-6	-0.7	-28	1.4	-1.9	-2	-0.4	-1.0	-12
Cc1ccc(CNC(=O)c2ccc(N3CCC4(CC3)CC(c3cccc(Br)c3)=NO4)c(NC(=O)c3ccc(Cl)c([N+](=O)[O-])c3)c2)cc1	2	0.3	7	-0.1	-2	1.4	0.8	0	-0.5	-0.9	3
CC(=O)c1c(N2CCN(Cc3ccccc3)CC2)nc(=S)n(-c2ccccc2)c1C	1	0.1	-1	-0.2	-3	-0.3	1.4	0	-0.2	-0.8	1
Cc1ccc(S(=O)(=O)C(C#N)c2nc3ccccc3nc2N2CCC(C)CC2)cc1 (stereo not given)	-2	0.0	-14	1.0	-25	0.6	0.7	1	-0.1	-1.1	-3
O=C(COC(=O)c1ccccc1F)Nc1ccc2c(c1)OCCO2	2	-0.4	9	-0.1	-9	6.3	-0.3	1	-1.1	-0.7	-2
CSc1ncc2c(n1)-c1cc(C)ccc1SC2	-4	-1.0	-6	-1.5	-3	-1.1	-1.6	1	1.4	-1.7	1
Cc1ccc(C(=O)Nc2ccc(C(=O)N/N=C/c3ccc(C)o3)cc2)cc1	2	-0.3	1	0.6	-11	4.6	0.3	-1	0.9	-0.6	2
C=CCn1c(SCc2cc(=O)n3ccsc3n2)nnc1C1CCCCC1	-5	0.2	1	-0.3	-7	-2.0	1.8	-1	2.3	-1.3	2
CCCCN(C(=O)c1cccc(-n2cnnn2)c1)c1c(N)n(CC(C)C)c(=O)[nH]c1=O	1	1.3	-2	-0.4	-4	-0.6	0.2	4	1.3	-1.5	0
CC1=C(C(=O)Nc2ccc(Cl)cc2)C2(CCCCC2)C(C(N)=O)C(=S)N1 (stereo not given)	-12	-0.4	17	/	6	-0.4	-1.6	-3	/	-1.1	0
CC(C)(C)OC(=O)N1CCC[C@H]1C(=O)NCc1ccc(F)cc1F	2	0.8	2	/	-4	-2.0	1.1	-3	/	-0.1	3
CCCc1nc2c(C)cc(Br)cn2c1Cc1ccc(OC)cc1C	-4	0.2	5	/	-13	1.0	0.1	-4	/	-0.5	1
O=C(NNS(=O)(=O)c1ccccc1[N+](=O)[O-])c1cccc(Cl)c1	-2	-0.1	-1	-0.6	0	-2.2	-1.3	-2	0.2	1.1*	-3
Cc1nn2c(C(F)(F)F)c3c(nc2c1-c1ccccc1)CCC3	-4	-0.2	0	0.9	7	-0.3	-0.7	1	2.9	-0.8	-5
COc1ccc(NC(=O)C(C2CC2)n2c(=O)c(-c3cc4ccccc4[nH]3)nc3ccccc32)cc1 (stereo not given)	-1	-1.2	-8	/	-379	-0.9	2.7	-5	/	-0.4	-2
OCCC1CN(Cc2ccc(Oc3ncccn3)cc2)CCN1C1CCCC1 (stereo not given)	1	0.1	9	-0.6	-12	-0.4	-1.1	-2	2.4	-0.9	0
O=C(O)CCCC(=O)Nc1nc(-c2ccc(F)cc2)cs1	0	-0.3	-11	-0.5	-11	-2.5	-0.4	0	1.4	-0.6	-1
CCc1nnc(NC(=O)C(C)Sc2ccccc2)s1 (stereo not given)	4	1.1	1	0.0	-12	-0.1	-0.9	0	-0.7	-1.5	-1
Cc1ccc(CCNC(=O)C2CCN(S(=O)(=O)N3CCOCC3)CC2)cc1	2	-0.1	-7	0.9	-2	-1.4	-0.1	0	0.0	-0.9	1
Cn1c(=O)oc2cc(S(=O)(=O)NCc3ccccc3)ccc21	3	0.0	9	-1.6	6	-2.6	-1.4	0	3.4	-1.1	1
Cc1cc(=O)n(C)c(=O)n1CCCCCCOc1cccc([N+](=O)[O-])c1	0	-1.4	-4	0.6	2	-4.0	-2.9	-1	2.1	-2.2	-7
O=C1CN(c2nc(-c3ccccc3)c3cc(Cl)ccc3n2)c2ccccc2N1	-5	0.2	21*	-1.6	-1	-1.9	0.0	-5	5.2	-1.5	-11
C=CCNc1nc(C(=O)OCC(=O)Nc2ccc(S(N)(=O)=O)cc2)cs1	0	0.6	-1	-0.5	-10	-1.8	-1.1	0	1.1	-0.7	8
COC(=O)c1cccc(NC(=O)Cn2nnc3ccccc32)c1	-6	-0.6	3	0.0	6	4.2	-1.8	6	1.8	-1.3	-5
CSc1nnc2c(n1)OC=Nc1ccc(Br)cc1-2	9	0.0	14	0.7	-5	-1.1	1.7	-5	0.9	0.0	1
CC(C)N(C(=O)[C@H]1C[C@H](CC(=O)NCc2ccco2)C(=O)N2CCc3c([nH]c4cc(CCC(=O)N(C)C)ccc34)[C@]12C)C(C)C	3	2.1	-1	0.6	-5	7.4	0.5	7.9*	-4.0	-1.1	7

Exported with values under each structure: part of the list above.
Values in the order – GC-A act	DAX1 inh-1	sPLA2-III inh	DAX1 inh-2	ADAM10 inh	hgDAF12 agonist	hcDAF-12 act	SMARCA2 activ	GAA850 FXN act	ssDAF12 agonist	GC-B act
> Cc1ccc(C(=O)Nc2ccc(C(=O)N/N=C/c3ccc(C)o3)cc2)cc1
→ 2	-0.3	1	0.6	-11	4.6	0.3	-1	0.9	-0.6	2
> C=CCNc1nc(C(=O)OCC(=O)Nc2ccc(S(N)(=O)=O)cc2)cs1
→ 0	0.6	-1	-0.5	-10	-1.8	-1.1	0	1.1	-0.7	8
> COC(=O)c1cccc(NC(=O)Cn2nnc3ccccc32)c1
→ -6	-0.6	3	0.0	6	4.2	-1.8	6	1.8	-1.3	-5

(cont.)
SMILES	GC-A act	DAX1 inh-1	sPLA2-III inh	DAX1 inh-2	ADAM10 inh	hgDAF12 agonist	hcDAF-12 act	SMARCA2 activ	GAA850 FXN act	ssDAF12 agonist	GC-B act
Cc1ccc(NC(=O)n2ccc(-c3ccc(-n4ccnc4)cc3)n2)cc1	0	2.6	-3	/	-7	8.5	0.8	2	6.0	-0.4	-6
CCOC(=O)c1csc(-c2snnc2C)n1	5	0.5	2	0.3	12	3.0	2.5	4	-0.1	-0.8	7
Cc1ccc(S(=O)(=O)N2CCCc3nc(-c4ccc(F)cc4)ccc32)cc1	1	0.3	2	/	-1	1.3	-0.8	1	/	-0.3	-2
CCCNc1c(NS(=O)(=O)c2c(F)c(F)c(F)c(F)c2F)c(=O)oc2ccccc12	2	0.0	5	0.3	-2	0.5	3.0	-1	2.5	-0.8	1
CCc1cc2c(=O)n(CCCOC)c(SCC(=O)Nc3oc(C)c4c(C)n[nH]c(=O)c34)nc2s1	-6	1.0	5	0.1	-16	0.4	-0.1	-2	1.9	-1.0	-4
CCOCCn1c(CN2CCN(CC)CC2)nc2c1c(=O)n(C)c(=O)n2C	3	0.3	8	0.9	-12	1.4	-0.3	-1	-1.6	-1.2	3
COc1cccc(C(O)c2nc(-c3ccc(F)cc3OC)cs2)c1 (stereo not given)	1	-0.2	-21	/	30*	0.2	-2.3	-8	1.7	-1.5	-8

Limited to ADAM10 inh, GC-B act and DAX1 inh-1, for some of the entries so far:
SMILES	ADAM10 inh	GC-B act	DAX1 inh-1
CCCNc1c(NS(=O)(=O)c2c(F)c(F)c(F)c(F)c2F)c(=O)oc2ccccc12	-2	1	0.0
CCc1cc2c(=O)n(CCCOC)c(SCC(=O)Nc3oc(C)c4c(C)n[nH]c(=O)c34)nc2s1	-16	-4	1.0
CCOCCn1c(CN2CCN(CC)CC2)nc2c1c(=O)n(C)c(=O)n2C	-12	3	0.3
COc1cccc(C(O)c2nc(-c3ccc(F)cc3OC)cs2)c1 (stereo not given)	30*	-8	-0.2
